# Compound activity from PubChem.
# PAX8 reporter = inhibitors of PAX8 transcriptional activity in RMG-I cells; RMG-I TPO-luciferase reporter, SteadyGlo, 24 h; inhibition, % at 12.6 µM; 360,000 compounds, 1.2% hits; AID 652154;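 active = mean replicate inhibition at least 60% with every replicate also reaching 60%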;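 also: luciferase light reporting Pax8 driven TPO promoter activity; plate controls were median of neutral control wells for no effect and mitoxantrone controls for full effect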
# PglD inh = inhibitors of Campylobacter jejuni PglD acetyltransferase. 360,000 compounds, 0.098% hits. purified PglD enzyme, DTNB colorimetric CoA detection. inhibition, % at 12.5 µM; in the data active = inhibition above about 16%, passing the limit was not always enough; also: strong numbers were not always called active
# LGR2 inh = blocks bursicon-induced cAMP signaling via Drosophila LGR2; inhibition, % at 9.99 µM; HEK293 LGR2, CRE-luciferase, bursicon-stimulated, 4 h; 380,000 compounds, 0.35% hits;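 active = drop in luminescence signal, shown as inhibition above about 50% in the replicate tests, limit read from the data, passing the limit was not always enough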;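 also: agonist challenge used bursicon conditioned medium at about half maximal strength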
# Cneo AK release = causes C. neoformans cell lysis; lysis activity, % at 15 µM; 360,000 compounds, 0.2% hits; adenylate kinase release luminescence, 4 h; normalised: neutral wells 0, clomiphene wells 100; AID 651654;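 active = mean lysis activity across replicates of at least 80%, whatever share of replicates individually reach that level; inactive = mean lysis activity below 80%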
#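 Material: C. neoformans cells; Schedule: 4 h static compound exposure, 37 °C, read 1 h post-reagent; Measured by: adenylate kinase release luminescence; Read-out: signal increase indicating cell lysis; Controls: Clomiphene as positive lysis control.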
# PGC1a acetyl inh = modulators of PGC1a acetylation; U2OS PGC1a acetylation, AlphaScreen anti-acetyl-lysine; with virally co-expressed GCN5 acetyltransferase; inhibition, % at 15.6 µM; 350,000 compounds, 0.17% hits; AID 651687;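 active = every replicate shows inhibition of at least 40%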;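 also: 0% = neutral control wells and 100% = positive control wells; some results beyond the cut were filed as inactive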
# GSIS activator = GLuc luminescence reporter in INS-1E cells, primary screen for activators of glucose-dependent secretion of insulin | INS-1E GLuc reporter insulin secretion, 2-3 h | activation, % at 16.6 µM | 370,000 compounds, 0.61% hits | AID 743287;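 active = lowest replicate activation of at least 40%, so every replicate reaches that level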;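 also: 0% = median of neutral control wells and 100% = median of IBMX positive control wells; some compounds called inactive have numbers as strong as hits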
# Statin myotox sup = suppression of simvastatin myotoxicity; C2C12 myotubes + simvastatin, ATP luminescence, 48 h; scaled: DMSO 0, geranylgeraniol control 100; rescue of ATP level, % at 7.49 µM; 330,000 compounds, 0.78% hits; AID 602340;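 active = mean ATP rescue above about 67%, or every replicate alone reaching that limit, limit read from the data, passing the limit was not always enough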;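 also: myotubes were challenged with 10 µM simvastatin during compound exposure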
# ARNT TACC3 PPI = ARNT/TACC3 interaction disruption. Q9Y6A5. AlphaScreen His-ARNT PAS-B/GST-TACC3 binding, luminescence; TACC3 fragment carries E629A point mutation. inhibition, % at 9.99 µM. 390,000 compounds, 0.66% hits. AID 623870;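 active = mean inhibition of replicates at least 50% and at least half of replicates each reaching 50%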;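 also: 0% = complete ARNT plus TACC3 wells and 100% = ARNT alone without TACC3; many hits fall short of the cut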
# Numbers without * were called inactive; . = no result given; & = joins results of further samples. The order is random. About 2.9% of those tested had a hit in this group.
# The first twelve records, ahead of the listing:
SMILES,PAX8 reporter,PglD inh,LGR2 inh,Cneo AK release,PGC1a acetyl inh,GSIS activator,Statin myotox sup,ARNT TACC3 PPI
COc1ccc(/C=C/C(=O)c2ccc(O)cc2)cc1COc1ccc(F)cc1,.,-2,-3,-2,19,1,58,19
C[C@H]1CN([C@@H](C)CO)C(=O)c2cc(C#CC3CCCCC3)cnc2O[C@H]1CN(C)S(=O)(=O)c1ccc(F)cc1,.,-4&3,3,-1&-1,-18&-8,-15,-131&-70,-5&-3
C[C@H](CO)N1C[C@H](C)[C@H](CN(C)Cc2ccncc2)OCCCC[C@H](C)Oc2ccc(NC(=O)NC3CCCCC3)cc2C1=O,17,3,4,6,8,-1,-13,3
CC1CN(C(=O)COC(=O)c2ccc(Cl)c(N)c2)CC(C)O1 (stereo unspecified),8,6,6,-1,.,5,3,5
Cn1cc(S(=O)(=O)NCc2ccco2)c(=O)n(C)c1=O,13,-2,11,0,6,4,2,-9
N#Cc1ccc(-c2cccnc2)nc1SCC(=O)c1ccccc1,-107,3,.,-9,2,.,-39,-6
CC(C)Cn1c(N)c(C(=O)COC(=O)C2CC(=O)N(c3ccc4c(c3)OCCO4)C2)c(=O)n(C)c1=O (stereo unspecified),-5,-2,-15,1,-4,-6,5,1
COC(=O)C[C@@H]1CC[C@@H]2[C@H](COc3ccc(NC(=O)c4cccs4)cc3C(=O)N2C)O1,1,-2,4,0,4,-7,9,2
C[C@@H]1CN([C@@H](C)CO)S(=O)(=O)c2ccc(C#Cc3cccnc3)cc2O[C@H]1CN(C)C(=O)CN(C)C,.,6,6,2,-4,2,-2,-4
O=C(NCCN1C(=O)C2C3C=CC(C3)C2C1=O)N1CCOCC1 (stereo unspecified),-2,11,3,0,3,10,-1,-12
Cc1cc(OC(C)C(=O)NCc2cccnc2)c2c(C)c(C)c(=O)oc2c1 (stereo unspecified),9,-4,-4,6,-7,15,27,0
COc1ccc(-c2ccc3c(c2)[C@H]2[C@H](CCN2S(=O)(=O)c2ccc(OC)cc2)[C@@H](CO)N3)cc1,41,4,-9,-4,10,0,-26,3

# All compounds of this part, from the first entry:
SMILES,PAX8 reporter,PglD inh,LGR2 inh,Cneo AK release,PGC1a acetyl inh,GSIS activator,Statin myotox sup,ARNT TACC3 PPI
COc1ccc(/C=C/C(=O)c2ccc(O)cc2)cc1COc1ccc(F)cc1,.,-2,-3,-2,19,1,58,19
C[C@H]1CN([C@@H](C)CO)C(=O)c2cc(C#CC3CCCCC3)cnc2O[C@H]1CN(C)S(=O)(=O)c1ccc(F)cc1,.,-4&3,3,-1&-1,-18&-8,-15,-131&-70,-5&-3
C[C@H](CO)N1C[C@H](C)[C@H](CN(C)Cc2ccncc2)OCCCC[C@H](C)Oc2ccc(NC(=O)NC3CCCCC3)cc2C1=O,17,3,4,6,8,-1,-13,3
CC1CN(C(=O)COC(=O)c2ccc(Cl)c(N)c2)CC(C)O1 (stereo unspecified),8,6,6,-1,.,5,3,5
Cn1cc(S(=O)(=O)NCc2ccco2)c(=O)n(C)c1=O,13,-2,11,0,6,4,2,-9
N#Cc1ccc(-c2cccnc2)nc1SCC(=O)c1ccccc1,-107,3,.,-9,2,.,-39,-6
CC(C)Cn1c(N)c(C(=O)COC(=O)C2CC(=O)N(c3ccc4c(c3)OCCO4)C2)c(=O)n(C)c1=O (stereo unspecified),-5,-2,-15,1,-4,-6,5,1
COC(=O)C[C@@H]1CC[C@@H]2[C@H](COc3ccc(NC(=O)c4cccs4)cc3C(=O)N2C)O1,1,-2,4,0,4,-7,9,2
C[C@@H]1CN([C@@H](C)CO)S(=O)(=O)c2ccc(C#Cc3cccnc3)cc2O[C@H]1CN(C)C(=O)CN(C)C,.,6,6,2,-4,2,-2,-4
O=C(NCCN1C(=O)C2C3C=CC(C3)C2C1=O)N1CCOCC1 (stereo unspecified),-2,11,3,0,3,10,-1,-12
Cc1cc(OC(C)C(=O)NCc2cccnc2)c2c(C)c(C)c(=O)oc2c1 (stereo unspecified),9,-4,-4,6,-7,15,27,0
COc1ccc(-c2ccc3c(c2)[C@H]2[C@H](CCN2S(=O)(=O)c2ccc(OC)cc2)[C@@H](CO)N3)cc1,41,4,-9,-4,10,0,-26,3
Fc1cccc(F)c1/C=N/Nc1ccccn1,-35,.,-40,.,-7,9,.,31
Cc1ccc(NC(=O)CSc2nnc([C@H](C)NC(=O)OC(C)(C)C)o2)c(C)c1,30,-8,-3,2,-4,0,.,16
O=C(O)[C@H]1[C@H](CO)[C@H]2Cn3c(ccc(/C=C/c4ccccc4)c3=O)[C@H]2N1Cc1ccc2c(c1)OCO2,-73,-2,-4,-4,.,-11,-16,-17
CCN(CC)c1ccc(NC(=O)COc2ccccc2C)cc1S(=O)(=O)Nc1ccccc1OC,8,.,13,.,.,-7,.,-37
Cc1nnc(SCc2nnc(-c3ccccc3)o2)n(N)c1=O,.,-1,.,0,-2,.,-5,-3
CC1Cc2ccccc2N1C(=O)c1ccc(N2CCCC2)c([N+](=O)[O-])c1 (stereo unspecified),-4,22*,-20,2,9,15,1,.
Cc1cc(C(=O)NCCc2ccc(Cl)cc2)no1,-15,0,-6,-2,-8,-10,15,-5
Nc1cc(=O)[nH]c(SCC(=O)Nc2ccccc2-c2ccccc2)n1,1,-2,-8,4,4,-3,-1,3
NS(=O)(=O)c1ccc(NC(=S)N2CCc3ccccc32)cc1,20,2,8,0,11,-10,-19,1
O=C(COC(=O)COc1ccc(Br)cc1)NCCC1=CCCCC1,0,1,.,-1,1,.,.,-11
CCOC(=O)CCC(=O)Nc1cc(S(=O)(=O)N2CCOCC2)ccc1N1CCCCC1,-5,8,-3,-2,.,-4,-2,-10
Cc1oc2ccc(NS(=O)(=O)c3ccc(C(C)(C)C)cc3)cc2c1C(=O)Nc1ccccc1,.,-13,.,5,5,.,-20,1
CC(=O)Nc1ccc(C(=O)Nc2cccc(S(=O)(=O)NC3=NCCC3)c2)cc1,6,.,-1,.,.,4,.,-19

# New compounds follow.
SMILES,PAX8 reporter,PglD inh,LGR2 inh,Cneo AK release,PGC1a acetyl inh,GSIS activator,Statin myotox sup,ARNT TACC3 PPI
COC(=O)c1ccc(CNC(=O)c2ccc(OC)c(S(=O)(=O)NC3CCCC3)c2)cc1,0,-2,-23,0,-12,-9,19,2
Cc1cccc(N(C(=O)CNC(=O)c2ccco2)C(C(=O)NC2CCCC2)c2cccnc2)c1C (stereo unspecified),-11,7,-3,3,6,-7,-51,-3
COc1ccc(/C=C(\NC(=O)c2ccc(OC)cc2)C(=O)Nc2cccc(C(=O)O)c2)cc1,-8,2,-9,0,-4,16,4,-12
O=C(CSc1nnc2ccccn12)NC(=O)c1ccccc1,1,2,9,-2,3,6,-4,-1
CC(C)OC(=O)c1cc(C(=O)c2cc(Cl)ccc2O)coc1=N,-5,0,12,-1,6,-18,3,-8
C[C@@H]1CCCCO[C@H](CN(C)C(=O)Cc2ccccc2)[C@H](C)CN([C@H](C)CO)C(=O)c2cc(NC(=O)CCC(F)(F)F)ccc2O1,0,-3,3,3,.,-23,-26,-3
O=C(COC(=O)c1ccncc1)NCc1ccccc1,.,2,1,4,.,5,-1,6
COCC#Cc1ccc([C@H]2[C@H]3CN(C(=O)CN(C)C)CCCCN3[C@H]2CO)cc1,-1,0,7,-3,7,18,.,-2
O=C(C[C@@H]1CC[C@@H]2[C@H](COC[C@H](O)CN2S(=O)(=O)c2ccc(Cl)cc2)O1)NCCN1CCCC1,8,8,6,-2,4,-1,-4,0
CN(Cc1ccccc1Br)C(=O)CSc1nnnn1C1CC1,-14,2,5,0,-3,10,0,1
CCN(CC)C(=O)c1ccc(-c2ccccc2)cc1,-20,.,-14,.,.,-1,.,-3
COCC#Cc1cnc2c(c1)C(=O)N([C@@H](C)CO)C[C@@H](C)[C@H](CN(C)C(=O)c1cnccn1)O2,.,-1,7,-3,7,8,-2,4
O=C(/C=C/c1ccccc1)NC(NC(=S)Nc1cc(Cl)ccc1Cl)C(Cl)(Cl)Cl (stereo unspecified),.,.,0,.,5,2,.,6
CN(CC(=O)Nc1cccc(F)c1)CC(=O)N1CCCCC1,1,0,6,-2,6,4,10,-4
C=CC[C@H](CC(=O)N(CCO)Cc1ccccc1)C(=O)NCCOC(=O)[C@@H](CC=C)CC(=O)OC(C)(C)C,5,6,-6,6,.,.,-8,-8
S=C1NC[C@H](c2ccccc2)N1CCCCC1CCCCC1,5,4,1,12,-9,11,3,1
Cc1cc([N+](=O)[O-])nn1CCCC(=O)Nc1sc2c(c1C(N)=O)CCCC2,-13,-17,15,-1,0,5,.,1
S=C(NCc1ccccc1)Nc1cccc2cnccc12,21,0,12,-1,.,-27,-50,.
C/C(=N/NC(=O)CCC(=O)Nc1cccc(Cl)c1)c1ccc(C)cc1,53,.,1,.,.,-12,.,-5
CCOC(=O)c1c(C)[nH]c(C)c1S(=O)(=O)N1CCCCC1,9,-2,6,-6,7,3,8,0
CC(=O)NC(c1ccccc1)c1nc(-c2ccccc2)cs1 (stereo unspecified),-16,-1,3,0,3,33,21,.
N#CCCN(C(=O)COC(=O)COc1ccccc1Cc1ccccc1)c1ccccc1,0,5,1,0,4,-15,4,-3
CCCS(=O)(=O)NC(=O)C1(C)CCCN(C(=O)COc2ccccc2)C1 (stereo unspecified),-7,8,-1,2,12,-4,5,.
COc1ccccc1S(=O)(=O)N[C@H]1CC[C@H](CCNC(=O)C2CCOCC2)O[C@H]1CO,.,3,25,-1,4,-7,-4,-7
OCC1(Cc2ccc(F)cc2)CCCN(CCCC(F)(F)F)C1 (stereo unspecified),16,0,1,1,.,-13,-4,.

# Continuation:
SMILES,PAX8 reporter,PglD inh,LGR2 inh,Cneo AK release,PGC1a acetyl inh,GSIS activator,Statin myotox sup,ARNT TACC3 PPI
Cc1cccc(-c2noc(CNS(=O)(=O)c3ccccc3)n2)c1,-21,4,-2,0,.,-5,15,.
CCc1ccc([C@@H]2CC=C(C(=O)O)[C@H](c3ccc(C(C)(C)C)cc3)N2S(=O)(=O)c2ccc(C)cc2)cc1,16,0,10,-6,-4,-1,11,0
COc1ccccc1NC(=O)Nc1cc(F)ccc1F,-13,0,-12,-2,.,-11,-5,.
COc1ccc(NC(=O)NC(=O)c2cc(OCC(F)(F)F)ccc2OCC(F)(F)F)cc1,-8,-1,-3,-1,5,-8,.,-5
Cc1ccc(-c2cnc3c(c2)C(=O)N([C@@H](C)CO)C[C@H](C)[C@H](CN(C)C(=O)c2ccc(F)cc2)O3)cc1,.,-2,-4,8,0,-4,19,-3
COc1ccc2cc(C#N)c(N3CCN(Cc4nnnn4CCC(C)C)CC3)nc2c1,-16,-7,.,0,1,.,.,.
COc1cc(C)c(C)cc1S(=O)(=O)N1CCCCC1c1cccnc1 (stereo unspecified),.,4,-29,-1,6,57*,-8,.
C[C@H](CO)N1C[C@H](C)[C@H](CN(C)Cc2ccc(Oc3ccccc3)cc2)Oc2ccc(NC(=O)CCN3CCOCC3)cc2C1=O,.,1,8,-4,-3,-3,37,0
O=C(CSc1nnc(-c2cccc(F)c2)o1)Nc1nncs1,9,2,.,0,2,4,1,-4
CC(=O)Nc1ccc(S(=O)(=O)CC(=O)CS(=O)(=O)c2ccc(NC(C)=O)cc2)cc1,1,4,1,0,.,-6,.,.
